CAL PDZ FP-1: inhibitors of human CAL PDZ peptide binding. 330,000 compounds, 0.02% hits. inhibition, % at 20 µM. purified CAL PDZ, TMR-peptide fluorescence polarization, 1 h. Q9HD26. AID 504414;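 active means highest replicate inhibition of at least 40%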;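 further: plate controls were DMSO neutral control wells for no effect and unlabeled competitor peptide control wells for full effect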
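System: purified tagged CAL PDZ domain construct (CerCALP). Schedule: 1 h incubation at room temperature before polarization reading. Medium: 25 mM sodium phosphate pH 7.4, 150 mM NaCl, TCEP, IgG, Thesit. Read-out: percent inhibition from loss of millipolarization. Measured by: FP readout, S and P plane fluorescence. Probe or stimulus: fluorescent TMR peptide probe.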
MITF act: increases MITF-driven TRPM1 promoter luciferase signal; SK-MEL-5 TRPM1-promoter luciferase, 24 h; % of positive control, neutral wells = 0; activation, % at 12.5 µM; 300,000 compounds, 0.75% hits;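 active means mean activation of at least 80% with every replicate also reaching 80%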;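 further: 0% = neutral control wells and 100% = parthenolide positive control wells; values of inactives mirror those of a sister screen read the other way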
Wnt bcat act: Wnt/beta-catenin pathway activation; 300,000 compounds, 1.2% hits; Wnt/beta-catenin reporter cell assay, activator, plate reader; activation, % at 9.35 µM; AID 743398; in the data active means activation above about 30%, passing the limit was not always enough;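 further: 0% = neutral control wells and 100% = positive control wells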
phage Ecoli inh: E. coli growth loss with phage present. 360,000 compounds, 0.26% hits. AID 651602. inhibition, % at 11.9 µM. growth absorbance; in the data active means inhibition above about 11%
CAL PDZ FP-2: blocks peptide binding to the human CAL PDZ domain; Q9HD26; purified CAL PDZ, TMR-peptide fluorescence polarization, 1 h; inhibition, % at 24.9 µM; 300,000 compounds, 0.92% hits; AID 602252;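 active means mean inhibition of at least 30% with at least half of replicates also reaching 30%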;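 further: 0% = DMSO neutral control and 100% = excess unlabeled competitor peptide PRC23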
SR-BI HDL uptake: inhibitors of mouse SR-BI mediated HDL lipid uptake; AID 488896; 320,000 compounds, 0.96% hits; ldlA[mSR-BI] CHO cells, DiI-HDL uptake fluorescence, 3 h; inhibition, % at 12.5 µM; Q61009;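 active means mean replicate inhibition of at least 70% and a set share of replicates each scoring 70 or more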;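 further: 0% = median of neutral control wells and 100% = median of positive control wells; values of inactives mirror those of a sister screen read the other way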
Target sequence (Q61009 whole entry, looked up): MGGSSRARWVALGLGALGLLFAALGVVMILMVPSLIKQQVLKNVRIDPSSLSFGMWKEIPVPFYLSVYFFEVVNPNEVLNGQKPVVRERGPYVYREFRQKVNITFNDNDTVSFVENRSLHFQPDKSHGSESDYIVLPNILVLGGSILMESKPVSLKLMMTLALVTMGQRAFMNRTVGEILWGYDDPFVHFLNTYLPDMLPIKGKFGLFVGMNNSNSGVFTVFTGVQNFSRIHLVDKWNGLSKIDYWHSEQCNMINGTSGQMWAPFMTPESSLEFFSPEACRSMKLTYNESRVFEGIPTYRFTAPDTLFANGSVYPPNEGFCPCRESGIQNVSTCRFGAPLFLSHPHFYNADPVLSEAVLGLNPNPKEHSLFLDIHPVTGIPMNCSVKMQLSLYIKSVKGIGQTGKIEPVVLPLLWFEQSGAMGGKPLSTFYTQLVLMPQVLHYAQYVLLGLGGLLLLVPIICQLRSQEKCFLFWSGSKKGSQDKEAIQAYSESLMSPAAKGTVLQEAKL
Tat transport: inhibitors of E. coli Tat protein transport; E. coli MC4100 TorA-mCherry Tat export, fluorescence; inhibition, % at 10 µM; 340,000 compounds, 0.036% hits;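 active means mean replicate inhibition at least 50% and at least half of replicates individually reaching 50%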;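 further: exported cargo escapes ClpAP degradation while cytoplasmic cargo is degraded and loses fluorescence; 0% = median of neutral control wells and 100% = median of NaSCN control wells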
E coli growth: counter-screen for AddAB inhibitors: E. coli growth inhibition | E. coli V3065 growth, OD600 absorbance, 18 h | inhibition, % at 11.9 µM | 330,000 compounds, 0.27% hits | AID 449728;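 active means inhibition above the campaign's mean inhibition across all tested compounds plus 3 SD, cut at about 9.9% in these data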;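 further: uninfected addAB+ strain grown without phage in ampicillin broth; 0% = DMSO wells and 100% = ciprofloxacin 0.95 µg/ml wells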
AddAB inh: less growth of phage-infected E. coli with AddAB; E. coli expressing H. pylori AddAB, absorbance growth; 330,000 compounds, 0.29% hits; inhibition, % at 11.9 µM; in the data active means inhibition above about 12%;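 further: 0% = vehicle wells of infected cells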
SR-BI uptake up: activators of SR-BI mediated HDL lipid uptake | AID 504775 | 320,000 compounds, 0.096% hits | CHO ldlA[mSR-BI] cells, DiI-HDL uptake fluorescence, 3 h; 100 = double the neutral-control signal | activation, % at 12.5 µM;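 active means mean replicate activation of at least 60% and every replicate at or above 60%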;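 further: 0% = median plate neutral-control signal and 100% = twice that signal; values of inactives mirror those of a sister screen read the other way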
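Material: SR-BI-overexpressing, LDLR-lacking CHO cells | Dosing: Single compound concentration, delivered by pin transfer | Probe or stimulus: Labelled HDL, 10 µg/mL | Signal: Bottom-read cell fluorescence after medium removal, ex 550/em 595 nm | Schedule: 3 h, 37 °C | Evaluation: HDL uptake via cellular fluorescence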
Starred values were filed as active, the others as inactive; . = no result given. Rows were taken by chance; about 3.6% have a hit in one of these screens.

SMILES | CAL PDZ FP-1 | MITF act | Wnt bcat act | phage Ecoli inh | CAL PDZ FP-2 | SR-BI HDL uptake | Tat transport | E coli growth | AddAB inh | SR-BI uptake up
COc1cccc(NC(=O)c2cc(=O)c3ccccc3o2)c1 | -3.4 | 22 | -1 | -0.6 | 7 | 27 | -4 | 2.5 | 2.4 | .
Cc1ccc2cc(C(=O)O)c(C)nc2c1 | 0.4 | -3 | . | 1.6 | 1 | -13 | -4 | 0.5 | 3.6 | 13
Cc1cccc(C(=O)c2cn[nH]c2-c2ccc(C)cc2O)c1 | 0.9 | . | 1 | 4.9 | -4 | -3 | -4 | -0.2 | 2.0 | 3
O=C(NC1CCCC1)C(c1ccccc1)N(C(=O)c1csnn1)c1ccccc1F (centres undefined) | 0.1 | -4 | -1 | 0.5 | -1 | -6 | -2 | 0.6 | 0.2 | 6
O=c1oc2c(CN3CCCCC3)c(O)ccc2c2c1CCCCC2 | 0.6 | . | 1 | 1.8 | 1 | 3 | 2 | -4.2 | -1.2 | -3
COCCNC(=S)N(CCO)Cc1cc2cc3c(cc2[nH]c1=O)OCO3 | . | 0 | -1 | 0.9 | 82* | . | -8 | 3.8 | 0.7 | .
O=C(O)c1cc(-c2ccccc2)n(-c2ccc(F)cc2)n1 | 0.1 | 3 | 2 | 0.2 | -5 | -5 | -7 | -1.6 | 1.0 | 5
Cc1ccccc1OCCCCCNCCO | 0.0 | 3 | 0 | 2.7 | 0 | 4 | -9 | . | . | -4
O=C(Nc1ccc(S(=O)(=O)N2CCCCC2)cc1)C1CC(=O)N(c2ccc(F)cc2)C1 (centres undefined) | -1.8 | -2 | -2 | 3.3 | . | . | 0 | -0.4 | 1.3 | .
Cc1cc2nc(SCCOC(=O)Nc3ccccc3)nc(C)c2cc1C | 0.6 | 6 | -5 | 1.0 | 3 | 9 | 0 | -2.6 | 3.5 | -9
O=C(CC1SC(=O)NC1=O)Oc1ccc(/C=N/NC(=O)c2ccccc2O)cc1 (centres undefined) | -4.6 | 18 | 9 | 3.1 | 3 | . | -4 | 2.0 | -0.5 | .
N/C(=N\OCC(=O)Nc1ccc(F)c(Cl)c1)c1ccccc1 | 0.3 | 0 | -2 | 3.5 | -1 | -27 | -6 | -0.8 | 0.5 | 27
C=CCOc1ccc(C(=O)Nc2ccc3c(c2)n(C)c(=O)n3C)cc1 | -0.2 | . | 7 | 1.8 | -10 | 39 | 11 | . | . | -39
Cn1c(NNC(=O)/C=C/c2ccc3c(c2)OCO3)cc(=O)n(C)c1=O | -3.3 | -6 | 1 | 0.3 | 0 | . | 0 | 1.5 | 0.2 | .
O=c1[nH]nc(Cc2ncc(C(F)(F)F)cc2Cl)c2ccccc12 | -1.1 | -13 | -2 | 0.9 | -4 | -6 | 1 | -1.6 | -1.8 | 6
COc1ccc(OCCSc2nnc(-c3ccoc3C)n2C)cc1 | -0.4 | 4 | . | 1.0 | 2 | 16 | 8 | -1.7 | 1.1 | -16
O=C(CSc1nnc(-c2ccc3c(c2)OCO3)n1-c1ccccc1)c1ccccc1 | -2.0 | 9 | -1 | 3.9 | -3 | -6 | 0 | -2.0 | 5.7 | 6
CC1CC(C)CN(C(=O)c2ccc(CSc3nc4ccncc4[nH]3)cc2)C1 (centres undefined) | -0.7 | . | 0 | 0.1 | -11 | 13 | -7 | 1.5 | 0.4 | -13
O=C(O)CCC(=O)N(Cc1cccnc1)Cc1cccc(F)c1 | 0.2 | -8 | . | 3.1 | -1 | 21 | -11 | 1.0 | 1.0 | -21
Cc1oncc1C(=O)Nc1cccc2ccccc12 | -2.0 | -12 | 1 | 0.1 | 2 | 4 | 10 | . | . | -4
CC1OC(OC2C(CO)OC(OCC3OC(OC(=O)[C@@]45CCC(C)(C)C[C@@H]4C4=CC[C@@H]6[C@@]7(C)CCC(OC8OCC(O)C(O)C8OC8OC(C)C(O)C(O)C8O)[C@@](C)(CO)C7CC[C@@]6(C)[C@]4(C)CC5)C(O)C(O)C3O)C(O)C2O)C(O)C(O)C1O (some centres undefined) | -1.0 | -1 | -2 | 4.4 | -8 | -11 | 6 | . | . | 11
CC(OC(=O)CC(NC(=O)c1ccccc1Cl)c1ccccc1)C(=O)Nc1cccc(Cl)c1Cl (centres undefined) | -1.7 | 11 | -5 | 3.6 | -2 | 0 | 5 | 0.8 | 5.3 | 0
CCn1nc(C(=O)Nc2ccccc2C)c(Cl)c1Cl | . | . | 0 | 1.2 | -1 | -1 | -5 | -2.7 | 0.8 | 1
COC(=O)N=Nc1c(O)n(Cc2ccccc2)c2ccccc12 | -1.6 | 5 | 20 | 1.3 | 5 | 32 | -9 | 0.6 | 2.2 | -32
Cc1cccc(C)c1NC(=O)COC(=O)c1ccc([N+](=O)[O-])o1 | -2.0 | -4 | 2 | 4.3 | -4 | -8 | 1 | 3.7 | 4.9 | 8
COC(=O)c1sccc1-c1ccc(C(=O)Nc2ccccc2)o1 | -3.6 | 76 | . | 2.2 | 2 | 18 | -4 | -1.6 | 4.7 | -18
N#Cc1cccc(CN2C=NS(=O)(=O)c3ccccc32)c1 | -1.0 | -16 | -3 | 3.3 | . | -6 | 3 | 2.4 | 0.7 | 6
COc1ccc(S(=O)(=O)NC(C)C)cc1-n1cnnn1 | -0.3 | 3 | -3 | -0.7 | 0 | -16 | -12 | -0.6 | 1.4 | 16
O=C(CC1C(=O)NCCN1Cc1c(F)cccc1Cl)NCCCN1CCCC1=O (centres undefined) | -0.6 | 4 | 0 | 0.6 | 0 | -3 | 2 | -0.1 | 2.6 | 3
Cc1cccc(OCc2nnc(SCC(=O)c3c(N)n(C4CC4)c(=O)[nH]c3=O)o2)c1 | 0.0 | 0 | 1 | 1.3 | -5 | 13 | -4 | . | . | -13
CCOc1ccc(S(=O)(=O)N2CN(c3cccc(C(C)=O)c3)c3nc4ccccc4nc32)cc1 | -0.5 | 26 | -4 | 0.2 | 1 | -12 | -1 | 1.1 | 1.7 | 12
CCOc1ccc(-c2nnn(CC(=O)Nc3cc(OC)cc(OC)c3)n2)cc1OCC | 0.9 | -2 | -2 | 0.1 | -1 | 29 | -8 | -1.2 | -0.9 | -29
CC1C(=O)N2CCCc3cc(S(=O)(=O)N4CCN(c5ccccc5F)CC4)cc1c32 (centres undefined) | -2.7 | -10 | -3 | 2.4 | -4 | -11 | -4 | -1.7 | 0.7 | 11
Cc1ccc(S(=O)(=O)N2CCOCC2)cc1C(=O)N(Cc1nnc(-c2ccccc2Cl)o1)C1CC1 | -0.8 | -2 | -4 | 1.6 | . | 5 | 11 | 0.1 | 4.8 | -5
Cc1nc2ccc(F)cc2cc1C(=O)NCC1CCCO1 (centres undefined) | -0.9 | 12 | . | 3.0 | -3 | -19 | -12 | . | . | 19
COc1ccc(OC)c2cc3ccccc3cc12 | -0.3 | -27 | -3 | 0.4 | -5 | 11 | 4 | . | . | -11
CC1=CC2=NC(=O)CC(C)(C(=O)N(CC(=O)NC(C)(C)C)C3CCCC3)N2C=C1 (centres undefined) | . | -5 | . | 1.4 | -4 | 3 | 3 | 0.2 | 1.4 | -3
COc1ccc2cc(C3(C)NC(=O)N(CC(=O)NCC(F)(F)F)C3=O)ccc2c1 (centres undefined) | -0.6 | 6 | -2 | 2.6 | -5 | 5 | 1 | 0.6 | -0.3 | -5
CCC(C)NS(=O)(=O)c1ccc(NC(=O)c2c(-c3ccccc3)noc2C)cc1 (centres undefined) | -0.5 | -2 | -3 | 1.4 | -1 | 3 | 8 | -0.1 | 2.2 | -3
Cc1cccc(NC(=O)CSc2nc3[nH]ncc3c(=O)[nH]2)c1 | -1.0 | -6 | . | 5.8 | -1 | -36 | -10 | 0.1 | 1.2 | 36
Cc1ccc(/C=N/n2c(-c3ccco3)n[nH]c2=S)cc1 | 0.6 | . | 0 | -0.2 | -2 | . | -8 | -0.7 | 0.5 | .
CN1CCN(C(=O)CSc2nc3c(c(=O)n(C)c(=O)n3C)n2C)CC1 | 0.3 | 0 | -1 | 0.2 | 5 | . | 11 | -2.1 | 1.3 | .
COc1ccc(C(=O)NCC(=O)OCc2ccccc2F)cc1 | -0.2 | -7 | -3 | 4.3 | -4 | -7 | 1 | 0.4 | 1.2 | 7
CCCn1c(=O)c2c(nc3n2CCCN3CCc2ccccc2)n(C)c1=O | 0.2 | -4 | -1 | 2.8 | -1 | 9 | -2 | 1.6 | 0.5 | -9
NC(=O)CC(NC(=O)Cc1ccc(Br)cc1)c1ccc(NC2CCCC2)c([N+](=O)[O-])c1 (centres undefined) | -0.3 | 40 | -8 | 3.6 | -1 | -17 | -19 | 2.1 | 2.2 | 17
O=C(NCCN1CCOCC1)c1ccncc1 | -1.2 | . | -1 | 3.4 | 2 | -17 | -10 | -2.2 | -1.7 | 17
O=c1c(-c2ccccc2)coc2c(CN3CCOCC3)c(O)ccc12 | -0.8 | 18 | 0 | 1.0 | -1 | -22 | -8 | 0.7 | 2.9 | 22
Cc1ccc(C)c(NC(=O)CSc2nc(=O)n(CCN3CCOCC3)c3c2CCCC3)c1 | -0.5 | 9 | 1 | 2.2 | -3 | -6 | 1 | 1.6 | -0.8 | 6
Cc1c(Cl)cccc1NC(=S)NCc1cccn1C | -0.7 | -7 | -4 | -1.7 | 6 | 2 | -8 | -0.2 | 0.0 | -2
Cc1ccc(CCNC(=O)C2CCCN(C(=O)N(C)C)C2)cc1 (centres undefined) | -0.5 | 1 | -2 | 1.4 | . | 15 | -7 | 0.0 | 2.2 | -15
CCOC(=O)N1CCC(=C(C#N)C(=O)Nc2cc(OC)ccc2OC)CC1 | -0.1 | 11 | -2 | 0.4 | 31* | -5 | -13 | -1.7 | -2.8 | 5
O=C1c2ccccc2-c2cccc(C(=O)N3CCCCC3)c21 | 0.0 | . | 1 | -2.5 | -6 | 16 | 2 | 1.5 | 0.1 | -16
CC(C(=O)O)n1ncc2ccccc2c1=O (centres undefined) | -2.5 | 0 | 1 | 2.4 | 2 | 9 | -3 | -2.0 | 1.0 | -9
O=C(O)CCc1ccc(-c2cccs2)n1CCC(=O)O | -0.1 | -7 | 1 | 1.9 | . | -20 | 3 | -2.8 | -1.8 | 20

Screening results (PubChem)
